CCT modulator: High-Throughput Screening for Modulators of Cytosolic Chaperonin Activity. purified chaperonin ATPase assay, HTRF ADP detection, 30 min. activity change, % (test concentration not listed), hits read low. actives 0.3% (n = 360,000). AID 651819, 2012; in the data active means activity change below about -30%; further: on the % scale 0 is the no-effect control and ±100 the full control effect
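TRiC (40 or 20 nM final, by batch activity) in 30 mM Tris pH 7.4, 100 mM KCl, 5 mM MgCl2, 1 mM DTT was treated with compound at 76 uM single dose, then 10 uM ATP, 30 min at 37 °C. ADP was read by HTRF Transcreener.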
Nrf2 inh: Nrf2 qHTS screen for inhibitors. AID 504444, 2011. actives 2.1% (n = 360,000). Potency, µM (doses to about 46 µM), for the others: at the highest dose activity change, negative = inhibition, most hits filed as inhibitors. A549 ARE-Fluc reporter, luciferase luminescence, 18-24 h; further: potency means the concentration at half of the fitted maximal effect; on the % scale 0 is the no-effect control and ±100 the full control effect; nearly all actives have a fitted effect of over 60% in size
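In this cell-based qHTS, ARE-driven firefly luciferase in A549 cells reports Nrf2 activity; the luminescent signal after BugLite lysis is the measured value, with a prior CellTiter-Fluor read for cell health.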
MmCpn inh: Inhibitors of TCP-1 ring complex (TRiC) of Methanococcus maripaludis (MmCpn): qHTS | actives 0.031% (n = 330,000) | purified Mm-Cpn ATPase, ADP Transcreener TR-FRET | Chaperonin Mm-Cpn (Methanococcus maripaludis) | AID 504842, 2011 | Potency, µM (titrated, usually from 76.9 µM), without a hit: at the top dose activity, negative = inhibition, actives largely listed as inhibitors; further: potency means the concentration at half of the fitted maximal effect; on the % scale 0 is the no-effect control and ±100 the full control effect; nearly all actives have a fitted effect of over 80% in size
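TR-FRET (320 nm excitation; 590 and 665 nm emission) reports ADP made from 10 uM ATP by 25 nM enzyme; compounds were preincubated 10 min, reaction run 30 min, both at 37°C.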
EPAC2 antag: qHTS for Antagonist of cAMP-regulated guanine nucleotide exchange factor 2 (EPAC2): primary screen; Potency, µM (doses to about 114 µM), for the others: at the top dose activity, negative = inhibition, most hits filed as inhibitors; AID 720708, 2013; EPAC2 GEF exchange of Rap1B-BODIPY-GDP, fluorescence; actives 0.18% (n = 360,000); further: potency means the concentration at half of the fitted maximal effect; on the % scale 0 is the no-effect control and ±100 the full control effect; nearly all actives have a fitted effect of over 45% in size; many of its hits are not listed in these tables
Target sequence (Q8WZA2 whole entry, looked up): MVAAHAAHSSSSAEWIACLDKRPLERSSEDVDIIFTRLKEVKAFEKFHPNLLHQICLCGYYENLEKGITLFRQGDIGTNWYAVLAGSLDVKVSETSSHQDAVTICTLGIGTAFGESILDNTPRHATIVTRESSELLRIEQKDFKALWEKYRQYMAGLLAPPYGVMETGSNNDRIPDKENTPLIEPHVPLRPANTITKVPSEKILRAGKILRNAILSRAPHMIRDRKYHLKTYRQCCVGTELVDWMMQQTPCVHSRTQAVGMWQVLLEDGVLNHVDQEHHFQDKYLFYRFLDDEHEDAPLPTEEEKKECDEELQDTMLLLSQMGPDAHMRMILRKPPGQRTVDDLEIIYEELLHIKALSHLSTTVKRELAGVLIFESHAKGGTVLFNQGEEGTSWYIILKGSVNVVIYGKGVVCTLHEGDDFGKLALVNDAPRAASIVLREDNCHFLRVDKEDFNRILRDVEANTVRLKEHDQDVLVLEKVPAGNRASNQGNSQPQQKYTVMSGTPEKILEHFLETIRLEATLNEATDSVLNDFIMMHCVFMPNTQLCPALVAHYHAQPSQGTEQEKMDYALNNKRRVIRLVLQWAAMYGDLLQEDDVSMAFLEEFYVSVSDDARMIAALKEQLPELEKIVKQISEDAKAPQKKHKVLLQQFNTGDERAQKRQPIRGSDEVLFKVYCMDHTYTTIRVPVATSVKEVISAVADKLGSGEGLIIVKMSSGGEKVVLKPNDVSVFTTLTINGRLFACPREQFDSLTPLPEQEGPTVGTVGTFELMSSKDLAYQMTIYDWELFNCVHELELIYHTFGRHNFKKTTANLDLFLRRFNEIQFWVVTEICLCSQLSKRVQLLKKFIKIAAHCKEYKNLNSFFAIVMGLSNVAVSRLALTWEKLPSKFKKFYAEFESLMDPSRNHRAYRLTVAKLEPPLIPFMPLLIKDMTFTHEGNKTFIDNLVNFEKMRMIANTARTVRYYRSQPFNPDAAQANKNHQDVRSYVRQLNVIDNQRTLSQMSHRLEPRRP
Nrf2 activator: qHTS of Nrf2 Activators; Potency, µM (top dose mostly 46.1 µM), for inactives: at the highest dose activation, hits mostly activators; AREc32 ARE-luciferase reporter (MCF7-derived line), luminescence, 24 h; actives 0.31% (n = 410,000); further: potency means the concentration at half of the fitted maximal effect; % of control where 0% means no effect; nearly all actives have a fitted effect of over 65% in size
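Each well held 1000 AREc32 cells, which were incubated with compound for 24 hr at 37 deg C after overnight attachment, and ARE reporter activity was quantified by firefly luciferase luminescence.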
EPAC2 ag: qHTS for Agonist of cAMP-regulated guanine nucleotide exchange factor 4 (EPAC2): primary screen | Rap guanine nucleotide exchange factor 4 (Homo sapiens), Q8WZA2 | EPAC2 activation, biochemical qHTS; response scale: 100% = 6.5 mM cAMP response | Potency, µM (doses to about 154 µM), for inactives: at the highest dose activation, usual class: activators | actives 0.079% (n = 360,000); further: potency means the concentration at half of the fitted maximal effect; nearly all actives have a fitted effect of over 50% in size
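Readout is BODIPY fluorescence (480 nm excitation, 540 nm emission), which falls as labeled GDP is exchanged off Rap1B. EPAC2 at 100 nM acted on 250 nM RAP1B-BODIPY-GDP with 50 uM GDP present.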
Akt phos inh: HTS Assay for Inhibitors of Akt Phophorylation: Primary Screen. Neuro2A IGF-stimulated pAkt S473 HTRF, 20 min; hits give low values. activity change, % for hits at 50 µM. actives 0.32% (n = 360,000); in the data active means activity change below about -80%; inconclusive means mostly about -51% to -80%; further: on the % scale 0 is the no-effect control and ±100 the full control effect
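Neuro2A cells (4,500/well, DMEM with 0.5% FBS) were treated with compound at a single 50 µM final concentration, stimulated with 6 nM IGF for 20 min at 37 °C, and lysed. Phospho-Akt Ser473 was read by HTRF as 665/615 ratio ×10^4.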
A549 viability: Nrf2 qHTS screen for inhibitors: counterscreen for cytotoxicity. A549 ARE-Fluc cells, CellTiter-Fluor viability, 18-24 h. Potency, µM (highest dose often 46 µM), inactives show at the highest dose activity change, negative = cytotoxicity, usual class: inhibitors. actives 0.16% (n = 390,000). AID 504648, 2011; further: potency means the concentration at half of the fitted maximal effect; on the % scale 0 is the no-effect control and ±100 the full control effect
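A549 ARE_Fluc cells in 5% FBS OPTI-MEM were exposed to compounds in concentration-response for 18-24 h at 37 deg C. Viability was read by CellTiter-Fluor fluorescence (Ex 405/Em 525) after 30 min, before the luciferase read.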
TGFb SMAD3 inh: qHTS for Inhibitors of TGF-b; HepG2 CAGA-GFP TGF-b/SMAD3 reporter, GFP fluorescence, 18 h; TGF-beta stimulated, 500 pg/mL final; Potency, µM (highest dose often 46.1 µM), without a hit: at the top dose activity, negative = inhibition, most hits filed as inhibitors; actives 1.2% (n = 410,000); AID 588855, 2011; further: potency means the concentration at half of the fitted maximal effect; on the % scale 0 is the no-effect control and ±100 the full control effect; nearly all actives have a fitted effect of over 65% in size
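GFP signal (ex488/em500-530) from TGF-beta-stimulated HEPG2 CAGA-GFP cells, 500 pg/mL final, 18 h at 37 degrees C in DMEM plus 1% FBS, normalized to unstimulated and DMSO-stimulated controls.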
The depositor's hits bear a star; i = inactive; u = inconclusive; x = not tested or not shown; & = joins results of further samples; [ ] = dose if it differs, or a comment. Unless noted, the call rests on the fitted dose curve; in most records, active means well fitted curve in the direction sought with a large enough effect; inconclusive means small, poorly fitted or top-dose-only effect, or another doubt; inactive means no such curve, though single readings can be large; an effect the other way counts as inactive or inconclusive. These rows are one share of the data (hit frequency here may not be typical).

Results follow in this order: CCT modulator, Nrf2 inh, MmCpn inh, EPAC2 antag, Nrf2 activator, EPAC2 ag, Akt phos inh, A549 viability, TGFb SMAD3 inh
C=CS(=O)(=O)N(Cc1ccc(Cl)c(Cl)c1)C[C@@H](O)CO
    0.2, u, -2%, -7%, 14%, 5%, i, -15%, -11%
O=[N+]([O-])c1ccc(NC(=S)NCCc2ccc(Cl)cc2)cc1
    -2.9, u, 2%, -2%, 3.4%, 13%, i, u, 6.3µM*
CCCN(CCC)CCCNC(=O)c1cn(CC)c2ccc(S(=O)(=O)N3CCOCC3)cc2c1=O
    2.1, -8%, -2%, -3%, 0.2%, 3%, i, -7%, 7%
COc1ccc(-n2c(=O)c3sc4ccccc4c3n(C)c2=O)cc1
    x, -19%, x, x, -1.8%, x, x, -3%, -11%
COc1ccc(C(=O)Nc2cc(=O)n(C)c(=O)n2C)cc1OC
    -1.8, -15%, -2%, 0%, -0.6%, 6%, i, 1%, -18%
COc1cc(OC)cc(C(=O)Nc2ccc(S(=O)(=O)Nc3onc(C)c3C)cc2)c1
    x, -3%, x, x, -0.6%, x, x, -3%, -2%
N#Cc1c(N)n(CCOC(=O)c2cccc(Br)c2)c2nc3ccccc3nc12
    -2.8, -8%, x, 2%, 2.7%, -9%, i, -4%, u
Cc1cccc(OCC(=O)NCC(=O)N/N=C/c2ccc(O)cc2O)c1
    3.1, u, 3%, 12%, -1.3%, 7%, i, 0%, u
CC1CC1c1ccc(/C=C(\C#N)C(=O)Nc2cc(Cl)ccc2Cl)o1 (stereo not drawn)
    -1.2, 9%, 1%, 21%, 14%, 3%, i, 3%, 12%
CC1(C)OC(c2ccccc2)=C/C(=C\C=N\NC(=O)c2ccncc2)O1
    0.3, -9%, 2%, -13%, 6.0%, 4%, i, -6%, u
Cc1noc(C)c1C(=O)OCC(=O)Nc1cccc(F)c1
    3.3, x, x, 6%, 4.8%, -3%, i, x, 17%
CN1C(=O)/C(=C\c2cc(Br)cs2)c2ccccc21
    1.7, 34%, -2%, -1%, u, -4%, i, 3%, 0%
O=C1N/C(=C/c2cccn2-c2ccccc2)C(=O)N1Cc1ccc(F)cc1
    -1.9, -13%, -1%, -1%, -0.2%, 9%, i, 2%, 20%
O=C(O)C1C2CCC(O2)C1C(=O)Nc1cnn(Cc2ccccc2)c1 (stereo not drawn)
    -2.2, x, 2%, 7%, -0.6%, 4%, i, -2%, -19%
Cc1cccc(-n2cc(CN3CCN(c4ccccn4)CC3)c(-c3cccc(F)c3)n2)c1
    0.7, 24%, -2%, 3%, 8.6%, 2%, i, -1%, -13%
CC(C)c1ccc(NC(=O)NC2(C(=O)NCc3cccnc3)CCCCC2)cc1
    -0.1, 0%, -1%, -1%, -0.1%, 6%, i, 0%, 5%
Cc1nc2ccn(Cc3ccccc3)c(=O)c2cc1C(=O)N1CCN(c2ccccc2)CC1
    -4.9, -20%, -2%, 5%, -0.8%, 13%, i, 3%, -4%
O=C(Cn1nnc(-c2ccccc2NC(=O)c2ccco2)n1)Nc1ccccc1
    -0.4, u, 0%, 4%, -0.5%, 3%, i, -17%, 0%
O=C(c1[nH]nc2c1CCc1ccccc1-2)N1CCN(Cc2ccc3c(c2)OCO3)CC1
    2.3, 15µM*, -17%, -5%, 1.4%, 0%, i, -17%, 11µM*
COc1cccc(NC(=O)CCNC(=O)N2CC(=O)Nc3ccccc32)c1
    -4.4, 8%, 1%, -26%, -0.4%, 10%, i, -7%, 15%
O=C(c1ccc2c3n(nc2c1)-c1ccc(Cl)cc1CO3)N1CCCCC1
    0.6, u, 4%, -11%, 4.5%, 0%, i, 1%, -21%
CCOc1ccc(C(=O)O)cn1
    -1.1, 7%, -2%, 0%, 0.0%, 1%, i, -5%, 0%
COc1cccc(-c2cnc(C(O)c3ccc(Cl)cc3C)[nH]2)c1 (stereo not drawn)
    -2.0, x, x, -20%, 0.4%, -3%, i, x, 0%
COc1ccc(NC(=O)c2ccc(C)o2)c([N+](=O)[O-])c1
    -1.6, 6%, 1%, 2%, 1.1%[9.22 µM], 15%, i, 4%, -7%
CCC(=O)Nc1ccc(C(=O)Nc2ccc(OC)cc2[N+](=O)[O-])cc1
    0.4, -1%, 0%, 3%, -1.1%, -6%, i, -5%, -4%
CSc1nc2sc3c(c2c(=O)n1-c1ccccc1)CCC(C(C)(C)C)C3 (stereo not drawn)
    x, 6%, x, x, 0.4%, x, x, 7%, 17%
Cc1ccc(NC(=O)c2ccccc2-c2ccc(C(F)(F)F)cc2)cc1S(=O)(=O)N1CCOCC1
    -5.4, u, -6%, -9%, -0.1%, 9%, i, -3%, 24%
CC(C)Oc1ccc(CNCC2(O)CCOC(C)(C)C2)cc1 (stereo not drawn)
    1.3, -9%, -1%, -4%, 0.1%, 9%, i, 8%, 8%
CC(=O)Nc1ccc(CNc2ncnc3ccc(-c4c(C)noc4C)cc23)cc1
    x, u, -1%, -6%, u, 13%, x, 3%&-11%, u
COC(=O)c1ccc(C2=NOC(C)(c3nnc(Cc4ccccc4)o3)C2)cc1 (stereo not drawn)
    -2.7, -14%, -1%, -1%, -0.5%, 13%, i, 2%, -6%
COc1ccc(C(=O)N2CCC(C(=O)Nc3ccc(C)cc3)CC2)cc1
    0.2, -7%, 0%, 11%, 0.2%, 1%, i, -7%, -19%
O=C(N/C=C/n1cnc2cc(C(F)(F)F)ccc21)c1ccc(F)cc1
    -1.3, x, x, 9%, -0.4%, -15%, i, x, 4%
Cc1cc(NC(=O)c2nn(C)c(C)c2[N+](=O)[O-])no1
    1.1, 23%, u, 13%, -0.1%, 6%, i, -1%, u
COc1cccc(C(C(=O)NC(C)(C)C)N(Cc2ccco2)C(=O)CCC(=O)Nc2cc(C)on2)c1OC (stereo not drawn)
    -1.3, -6%, 0%, -3%, 3.1%, 8%, i, 0%, -1%
CS(=O)(=O)N(CC(=O)Nc1ccccc1-c1ccccc1)c1ccc(F)cc1
    -3.2, -7%, 0%, -23%, -0.3%, 15%, i, -2%, u
CCOC(=O)c1c(S(=O)(=O)NCC(=O)Nc2cc(C)ccc2C)c(C)n(C)c1C
    0.2, 3%, -3%, 2%, -0.7%&-0.6%, 6%, i, 1%&2%, -4%&-25%
COc1cc(CCC(=O)NCc2ccc3c(c2)OCO3)cc(OC)c1OC
    -0.2, -2%, 1%, 3%, -0.3%, 3%, i, 5%, 1%
O=[N+]([O-])c1cc2c(c(CSc3nnc4ccccn34)c1)OCOC2
    -1.9, 0%, 0%, 0%, -0.3%, 7%, i, -6%, 29%
COCCN(CCOC)c1ncnc2c1cnn2-c1ccc(Cl)cc1
    0.1, 15%, -3%, 0%, 3.3%, 12%, i, -2%, 4%
Cc1ccc(S(=O)(=O)NC(CCC(N)=O)C(=O)NCc2ccc3c(c2)OCO3)c(C)c1 (stereo not drawn)
    0.3, -17%, 2%, -3%, -0.5%, 12%, i, -4%, -1%

Structures above that bear a hit mark in Nrf2 inh:
molecule	CCT modulator	Nrf2 inh	MmCpn inh	EPAC2 antag	Nrf2 activator	EPAC2 ag	Akt phos inh
O=C(c1[nH]nc2c1CCc1ccccc1-2)N1CCN(Cc2ccc3c(c2)OCO3)CC1	2.3	15µM*	-17%	-5%	1.4%	0%	i

(further entries)
Results follow in this order: CCT modulator, Nrf2 inh, MmCpn inh, EPAC2 antag, Nrf2 activator, EPAC2 ag, Akt phos inh, A549 viability, TGFb SMAD3 inh
COC(=O)[C@@H](NC(=O)NCc1ccco1)C(C)C
    1.1, x, 0%, 4%, -0.5%, 0%, i, 2%, -1%
CCC1CCCCN1C(=S)NC1CCCCC1 (stereo not drawn)
    -0.5, 12%, 1%, -1%, -0.6%, -3%, i, 0%, 5%
COc1ccc(CCNC(=O)C(C(=O)c2ccccc2)n2ccccc2=O)cc1OC (stereo not drawn)
    -2.2, 5%, 2%, 18%, 0.1%, -3%, i, -4%, 11%
Cc1nn(CC(=O)Nc2cc(S(=O)(=O)N3CCOCC3)ccc2Cl)c(C)c1[N+](=O)[O-]
    1.3, -5%, -2%, 1%, 0.5%, 10%, i, -1%, -3%
Cn1nnnc1SCCNCc1ccccc1OCc1ccc(F)cc1
    -0.6, 2%, -6%, 3%, -0.7%, 0%, i, 4%, 14%
O=C(/C=C/c1cccs1)Nc1scc(-c2ccccc2)c1C(=O)O
    -1.7, u, u, 2%, -2.1%, -4%, i, -14%, -3%
O=C1OC(C(=O)Nc2cc(C(F)(F)F)ccc2Cl)Cc2ccccc21 (stereo not drawn)
    x, u, x, x, 0.3%, x, x, -7%, 9%
Cc1noc(C)c1-c1ccc(C(=O)NCC2CC2)c2occc12
    -2.9, x, x, -2%, u, -1%, i, x, 16%
CCOc1ccccc1NC(=O)c1ccccc1-c1ccccc1
    0.2, u, 1%, u, 0.0%, 8%, i, 0%, -14%
CCCCOc1ccc(C(=O)NNC(=O)C2C3CCC(C3)C2C(=O)O)cc1 (stereo not drawn)
    -1.1, 13%, 0%, -2%, 1.9%, 10%, i, 5%, -4%
CN1CCN(S(=O)(=O)c2ccc(NC(=O)Nc3cccc(Cl)c3)cc2)CC1
    -1.3, -5%, -3%, -2%, 0.4%, 11%, i, -11%, u
Cc1cccc(SC2CCN(Cc3nc(CC4CC4)no3)CC2)c1
    1.2, -14%, 0%, -10%, 0.3%, 8%, i, 0%, -1%
Cc1ccc(-c2ccc(C(=O)O)[nH]2)cc1
    -1.3, u, -2%, -5%[57.1 µM], 2.6%, 2%, i, -10%, 3%

Assay outcomes from PubChem.
